From PubChem
M1 antag: blocks human M1 muscarinic receptor; inhibition, % at 3 µM; AID 588852; CHO-K1 hM1, Fluo-8 calcium fluorescence, ACh EC80 antagonist; 360,000 compounds, 1.3% hits;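 active = percent inhibition above its own plate's cutoff, namely the mean of that plate's compound wells plus 3 SD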;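 note: peak over basal fluorescence ratio during 140 s after agonist addition; 0% = ACh EC80 plus DMSO and 100% = DMSO alone without agonist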
CHRM1 PAM: human CHRM1 positive allosteric modulation; P11229; CHO-K1 hM1, Fluo-8 calcium fluorescence, ACh EC20; 0% = ACh EC20, 100% = maximal ACh; activation, % at 3 µM; 360,000 compounds, 0.088% hits; AID 588819; in the data active = activation above about 19%, passing the limit was not always enough
CHRM1 agonist: activates human CHRM1 receptor; P11229; CHO-K1 hM1, Fluo-8 calcium fluorescence, agonist mode; 0% DMSO, 100% acetylcholine EC100; activation, % at 3 µM; 360,000 compounds, 0.33% hits;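 active = activation above the run's mean compound activation plus 3 SD, cut at about 16% in these data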;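 note: peak over basal fluorescence ratio within a 140 s kinetic read after compound addition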
CHRM4 antagonist: blocks acetylcholine activation of human M4 receptor; CHO-hM4 cells, ACh EC80, Fluo-8 calcium fluorescence; inhibition, % at 3 µM; 360,000 compounds, 0.73% hits;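 active = inhibition above its plate's cutoff, the mean inhibition of sample wells plus 3 SD, cut at about 27% in these data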;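 note: 0% = acetylcholine EC80 with DMSO and 100% = DMSO without agonist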
CHRM5 PAM: CHRM5 positive allosteric modulation; P08912; CHO-K1 hM5, Fluo-8 calcium, ACh EC20 PAM; 0% = ACh EC20, 100% = ACh EC100; activation, % at 3 µM; 360,000 compounds, 0.3% hits; AID 624038;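 active = activation above the run cutoff, the mean activation of all test compounds plus 3 SD, cut at about 18% in these data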
Target sequence (P08912 whole entry, looked up): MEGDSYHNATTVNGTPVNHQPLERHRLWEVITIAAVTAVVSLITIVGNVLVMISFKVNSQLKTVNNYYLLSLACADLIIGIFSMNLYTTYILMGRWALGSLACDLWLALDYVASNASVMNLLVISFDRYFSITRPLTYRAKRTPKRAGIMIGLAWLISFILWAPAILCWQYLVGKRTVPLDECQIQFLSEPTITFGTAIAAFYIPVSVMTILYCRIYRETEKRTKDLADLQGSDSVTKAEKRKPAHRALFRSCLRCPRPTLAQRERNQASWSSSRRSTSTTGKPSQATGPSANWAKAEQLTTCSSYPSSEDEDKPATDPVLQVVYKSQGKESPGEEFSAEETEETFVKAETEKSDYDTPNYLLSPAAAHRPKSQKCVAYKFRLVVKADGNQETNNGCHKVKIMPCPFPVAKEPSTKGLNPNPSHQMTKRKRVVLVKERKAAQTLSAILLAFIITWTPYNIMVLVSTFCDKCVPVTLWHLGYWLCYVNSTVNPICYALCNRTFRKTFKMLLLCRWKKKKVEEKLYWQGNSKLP
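Replicates: One well per compound, no replicates | System: Human M5 receptor in CHO-K1 cells | Benchmarks: Low control EC20 acetylcholine (0%), high control EC100 acetylcholine (100%) | Probe or stimulus: Acetylcholine, EC20 level | Times: Fluo-8 loading 80 min at 37 °C plus 30 min room temperature | Signal: Intracellular calcium via Fluo-8 fluorescence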
M5 ag: agonists of human muscarinic M5 receptor (CHRM5) | P08912 | CHO-K1 hM5 cells, Fluo-8 calcium fluorescence; 0% DMSO wells, 100% maximal acetylcholine response | activation, % at 3 µM | 360,000 compounds, 0.19% hits | AID 624037;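 active = activation above the run's mean over test compounds plus 3 SD, cut at about 23% in these data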;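 note: signal is peak over basal fluorescence ratio across the kinetic read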
TAAR1 agonist: agonists of human TAAR1; Q96RJ0; CHO RD-HGA16 TAAR1, Fluo-8 calcium fluorescence; vehicle wells 0%, saturating PEA agonist 100%; activation, % at 3 µM; 360,000 compounds, 0.99% hits; AID 624467;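 active = activation above the mean activation of all test compounds in the run plus 3 SD, cut at about 38% in these data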
Target sequence (Q96RJ0 whole entry, looked up): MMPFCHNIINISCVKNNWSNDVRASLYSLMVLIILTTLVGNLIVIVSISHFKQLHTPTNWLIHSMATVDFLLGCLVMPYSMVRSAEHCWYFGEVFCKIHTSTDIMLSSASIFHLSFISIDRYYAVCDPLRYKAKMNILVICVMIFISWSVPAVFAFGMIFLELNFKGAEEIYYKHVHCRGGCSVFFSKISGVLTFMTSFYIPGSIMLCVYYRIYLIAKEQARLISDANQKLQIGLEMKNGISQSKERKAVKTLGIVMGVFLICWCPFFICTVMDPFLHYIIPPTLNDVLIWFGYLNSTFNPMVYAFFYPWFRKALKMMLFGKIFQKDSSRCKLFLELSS
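Test system: RD-HGA16 (CHO) cells co-expressing Gα16 and hTAAR1; dosing: one-point dosing at 3 µM (nominal); timing: 17-24 h seeding, 75 min 37 °C dye, 30 min RT; signal: kinetic Fluo-8 calcium fluorescence; read-out basis: % activation relative to PEA EC100 response; controls: DMSO and PEA EC100; replicates: n 1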
CHRM5 antagonist: CHRM5 antagonism in calcium assay; AID 624040; 360,000 compounds, 0.59% hits; inhibition, % at 3 µM; P08912; CHO-hM5 cells, Fluo-8 calcium fluorescence, ACh EC80;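 active = inhibition above a per-plate cutoff, the mean of that plate's test compounds plus 3 SD, cut at about 27% in these data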;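 note: 0% = acetylcholine EC80 with DMSO and 100% = DMSO without agonist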
CHRM4 agonist: agonists of human muscarinic M4 receptor (CHRM4) | CHO-K1 hM4/Gqi5, Fluo-8 calcium fluorescence; vehicle 0%, full acetylcholine response 100% | activation, % at 3 µM | 360,000 compounds, 0.14% hits;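 active = activation above the run mean over all test wells plus 3 SD, cut at about 32% in these data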;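 note: peak over basal fluorescence ratio per well then scaled between controls; 0% = DMSO wells and 100% = acetylcholine at EC100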
* marks the source's active call; other numbers are inactive results; · = not tested or not shown. Not all compounds are listed; rates above refer to the full screens.

SMILES	M1 antag	CHRM1 PAM	CHRM1 agonist	CHRM4 antagonist	CHRM5 PAM	M5 ag	TAAR1 agonist	CHRM5 antagonist	CHRM4 agonist
COc1ccc(C(=O)Nc2c3c(nn2-c2ccc([N+](=O)[O-])cc2)CS(=O)(=O)C3)cc1	-2	3	4	4	2	-1	3	-5	2
O=C(COc1ccccc1)OCc1csc(Nc2ccccc2)n1	-5	6	-9	2	-3	-3	1	0	3
CCc1nnc(SCC(=O)Nc2ccc3c(c2)OCO3)o1	-12	10	-1	4	10	1	-3	-6	1
COc1cc(S(=O)(=O)N2CCOCC2)ccc1NC(=O)COC(=O)CC12CC3CC(CC(C3)C1)C2	-3	3	-5	8	8	4	2	-4	1
Cc1ccc(S(=O)(=O)N2CCC(C(=O)NCCCN3CCOCC3)CC2)cc1C	-6	6	-6	5	2	1	2	-4	1
CCc1nnc(NC(=O)CSc2ncnc3c2cnn3-c2ccc(OC)cc2)s1	-24	3	-2	-3	-4	0	1	-2	1
Cc1nc(-c2ccccn2)nc(SCC(=O)N2CCOCC2)c1Cl	-13	5	-1	-3	3	5	0	-1	0
O=c1[nH]c2cc(S(=O)(=O)CCO)ccc2o1	-13	7	-1	1	-5	1	-3	9	1
COC(=O)c1ccccc1NC(=O)c1cc(-c2ccco2)on1	-6	14	-2	-9	-2	-3	3	16	3
O=C(Nc1ccc(Cl)c(Cl)c1)Nc1ccccc1C(=O)O	5	0	-3	7	5	-3	15	5	0
COc1ccc(S(=O)(=O)NC(C)C(=O)NCc2cccnc2)cc1OC (stereo not drawn)	-18	11	-2	-24	-5	-4	0	2	0
Cc1cc(=O)oc2cc(OCC(=O)N/N=C/c3cc([N+](=O)[O-])ccc3O)ccc12	-16	6	-4	-20	-8	-4	0	6	1
Cc1ccccc1/[N+]([O-])=C/c1cccs1	-5	8	-6	-2	-2	-3	1	-1	2
CCN1CCn2c1nc(N1CCCCC1)nc2=O	-8	-4	-3	-9	4	1	1	-9	1
N#CCC(CNc1ncc(C(F)(F)F)cc1Cl)OC(=O)c1cccc([N+](=O)[O-])c1 (stereo not drawn)	-16	-4	-6	-26	-13	-4	4	-12	2
O=C(CCCN1C(=O)c2ccccc2C1=O)Nc1sc2c(c1C(=O)NCc1ccco1)CCC2	-10	2	-14	10	2	-4	-3	-1	-1
CN1CCN(C(=O)CN2C(=O)NC(C)(c3ccc4ccccc4c3)C2=O)CC1 (stereo not drawn)	1	0	-4	-12	4	0	-3	2	1
Cc1cc(-c2ccc(S(=O)(=O)N3CCN(C)CC3)s2)on1	-9	5	-2	-2	-13	-8	0	35*	1
CCOC(=O)C1=NOC(Cn2cc(C#N)c(=O)n(C)c2=O)C1 (stereo not drawn)	7	6	3	-3	0	-1	9	-14	1
Cc1ccc(Cn2c(N3CCNCC3)nc3c2c(=O)[nH]c(=O)n3C)cc1	-18	14	-7	-8	7	0	2	-8	0

Exported with values under each structure: 5 of the compounds above.
Results follow in this order: M1 antag | CHRM1 PAM | CHRM1 agonist | CHRM4 antagonist | CHRM5 PAM | M5 ag | TAAR1 agonist | CHRM5 antagonist | CHRM4 agonist
COc1ccc(S(=O)(=O)NC(C)C(=O)NCc2cccnc2)cc1OC (stereo not drawn)
    -18 | 11 | -2 | -24 | -5 | -4 | 0 | 2 | 0
CCN1CCn2c1nc(N1CCCCC1)nc2=O
    -8 | -4 | -3 | -9 | 4 | 1 | 1 | -9 | 1
O=c1[nH]c2cc(S(=O)(=O)CCO)ccc2o1
    -13 | 7 | -1 | 1 | -5 | 1 | -3 | 9 | 1
O=C(Nc1ccc(Cl)c(Cl)c1)Nc1ccccc1C(=O)O
    5 | 0 | -3 | 7 | 5 | -3 | 15 | 5 | 0
Cc1cc(=O)oc2cc(OCC(=O)N/N=C/c3cc([N+](=O)[O-])ccc3O)ccc12
    -16 | 6 | -4 | -20 | -8 | -4 | 0 | 6 | 1

Continuation:
SMILES	M1 antag	CHRM1 PAM	CHRM1 agonist	CHRM4 antagonist	CHRM5 PAM	M5 ag	TAAR1 agonist	CHRM5 antagonist	CHRM4 agonist
Cc1ccc(C2NC(c3ccc(C)cc3)C(C)C(=O)C2C)cc1 (stereo not drawn)	-5	-2	-3	8	-2	-5	16	9	-1
Cc1ccccc1CNC(=O)COc1ccccc1	-13	11	0	3	-10	-1	3	18	0
CCOc1ccc(C/C(N)=N/n2cnnc2)cc1	-5	11	-5	-7	-1	1	1	2	0
Cc1cc(NC(=O)c2ccco2)ncc1NC(=O)Cc1ccccc1	0	-2	-4	-4	1	-4	5	4	2
COc1ccc(S(=O)(=O)N2CCOCC2)cc1NC(=O)CSc1nnc(C2CC2)n1C	-7	15	1	0	5	1	0	6	1
Cc1cccc(/N=C2/NC(=O)C(Cc3ccccc3)S2)n1 (stereo not drawn)	-18	8	0	-6	-6	0	0	7	1
COc1cc(OC)c2ccc(=O)oc2c1C(CCN1CCN(c2ccccc2)CC1)c1ccc2c(c1)OCO2 (stereo not drawn)	0	-4	-8	4	-18	-6	2	31*	0
O=C(Nc1cccc(S(=O)(=O)N2CCCCC2)c1)C1COc2ccccc2O1 (stereo not drawn)	8	-10	-3	-13	-9	6	14	-1	19
O=[N+]([O-])c1ccc(N2CCCCC2)cc1	-4	1	-8	12	8	-11	0	2	0
COc1cc2c(cc1OC)C(C(=O)N1CCCCC1)C(c1ccccc1F)N(C)C2=O (stereo not drawn)	-4	7	-2	-11	-6	1	12	-3	6
CC1CCN(C(=O)CSc2ccc(-c3ccc4c(c3)OCCO4)nn2)CC1	-13	5	-4	-4	0	-1	8	4	8
CC[C@]12c3[nH]c4cc(CCC(=O)N(C)C)ccc4c3CCN1C(=O)[C@@H](CC(=O)NCCC1=CCCCC1)C[C@@H]2C(=O)N1CCN(C(=O)C2CC2)CC1	-6	0	-10	-4	0	-2	4	-9	1
CCOc1ccc(NC(=O)Cn2c(=O)oc3ccccc32)cc1	0	3	-4	7	1	-1	4	-3	1
Cc1ccc(Cn2c(SCCN3CCCCC3)nc3c2c(=O)[nH]c(=O)n3C)cc1	27	-23	-13	4	0	-4	2	1	0
COc1ccccc1NC(=O)COC(=O)Cc1c[nH]c2ccccc12	11	-6	-3	-1	-4	1	8	0	6
COc1ccc(CC(=O)OCC(=O)Nc2ccc3[nH]c(=O)[nH]c3c2)cc1OC	-18	11	-2	0	-2	0	1	8	0
CCOc1ccc(S(=O)(=O)Nc2cccc(C(=O)N3CCN(c4ccccc4O)CC3)c2)cc1	16	18	5	-1	1	6	11	-6	10
O=C1CC(c2ccccc2)CC(O)=C1C=NCCc1ccccc1 (stereo not drawn)	-16	8	-5	-5	-3	-5	67*	11	12
COc1ccc(NC(=O)c2c(Nc3ccccc3)sc(C(=O)c3ccc(F)cc3)c2N)cc1	14	1	2	13	-15	4	10	28*	14
O=C(NCCN1CCOCC1)C1CC(=O)N(c2ccc(Cl)cc2)C1 (stereo not drawn)	-16	7	-5	-3	-3	-3	-1	15	0
CC(C)CCNC(=O)c1c[nH]c2ccc(S(=O)(=O)N3CCC4(CC3)OCCO4)cc2c1=O	-3	7	-5	11	1	0	14	-2	1
Cc1ccc(S(=O)(=O)Nc2cc(S(=O)(=O)N3CCOCC3)ccc2NCC2CCCO2)cc1 (stereo not drawn)	2	3	-4	-2	13	2	1	-7	2
CCCCc1nc2cc(C(=O)N3CCN(c4cnccn4)CC3)ccc2o1	-18	16	-4	-14	-1	-1	2	-5	2
CC1CCCCN1C(=O)Cn1c(=O)n(C2CCCCC2)c(=O)c2ccccc21 (stereo not drawn)	-34	6	-1	8	-6	-2	5	-4	-1
Clc1ccc(-c2nnc(-c3ccc(Br)cc3)c(N3CCSCC3)n2)cc1	-4	6	-3	-6	1	-2	1	0	1
Cc1cccc(COc2ccccc2C(=O)OCC(=O)N(C)c2c(N)n(Cc3ccccc3)c(=O)[nH]c2=O)c1	4	0	-2	6	-7	1	1	10	2
CC(=O)Nc1ccc(-c2ccnc3c2CC(C(=O)NCc2ccc(N4CCN(C)CC4)cc2)O3)cc1 (stereo not drawn)	-8	3	-7	0	-1	1	0	1	0
CCCN=C1N(C)C[C@@H]2[C@@H]3C(=O)N(Cc4ccccc4)C(=O)[C@@H]3[C@](C)(C(=O)OC)N12	-6	5	-4	12	4	1	·	0	0
CC(Sc1nc(N)cc(=O)[nH]1)C(=O)Nc1ccc(N2CCOCC2)cc1 (stereo not drawn)	-22	10	-4	-5	-3	-1	0	4	1
CCOC(=O)C(=CNc1ccc(C(F)(F)F)cc1Cl)C(=O)OCC	-11	16	0	-13	13	3	-2	-9	-1
N#Cc1cccc(CSc2nnc(CCCO)n2-c2ccccc2)c1	-2	2	-2	-10	2	-9	2	3	0
Cc1ccc(-c2nc3ncccc3o2)cc1NC(=O)CC(C)C	5	2	-5	1	-8	1	0	6	1
CCN(CC)C(=O)COc1ccc(/C(C)=N/NC(=O)c2ccccc2Br)cc1	3	3	-3	7	2	2	4	2	0
O=C(NCCc1ccc(O)cc1)c1ccc(Cl)cc1	-6	5	-3	11	1	0	14	-5	1
Cc1nn(CC(=O)NC2CC2)c(C)c1S(=O)(=O)N(C)C	-7	3	-3	-5	-3	0	1	5	1
CCN1C(=O)[C@H]2[C@@H](c3ccc(-c4ccc5c(c4)OCO5)c(OC)c3)N[C@@](CC(C)C)(C(=O)OC)[C@H]2C1=O	-5	9	1	-10	2	-4	1	-2	1

Full records from above. Order of screens: M1 antag	CHRM1 PAM	CHRM1 agonist	CHRM4 antagonist	CHRM5 PAM	M5 ag	TAAR1 agonist	CHRM5 antagonist	CHRM4 agonist
Cc1ccccc1/[N+]([O-])=C/c1cccs1 is listed with -5	8	-6	-2	-2	-3	1	-1	2
CN1CCN(C(=O)CN2C(=O)NC(C)(c3ccc4ccccc4c3)C2=O)CC1 (stereo not drawn) is listed with 1	0	-4	-12	4	0	-3	2	1
CC(C)CCNC(=O)c1c[nH]c2ccc(S(=O)(=O)N3CCC4(CC3)OCCO4)cc2c1=O is listed with -3	7	-5	11	1	0	14	-2	1
Cc1ccc(S(=O)(=O)Nc2cc(S(=O)(=O)N3CCOCC3)ccc2NCC2CCCO2)cc1 (stereo not drawn) is listed with 2	3	-4	-2	13	2	1	-7	2
CC(Sc1nc(N)cc(=O)[nH]1)C(=O)Nc1ccc(N2CCOCC2)cc1 (stereo not drawn) is listed with -22	10	-4	-5	-3	-1	0	4	1
